ROC1-CUL1 inh: human ROC1-CUL1 E3 ligase inhibition | AID 1347404 | hit rate 0.6% among 140,000 | inhibition, % at 10 µM | in vitro K48 di-Ub FRET, acceptor:donor ratio, 45 min; in the data active means inhibition above about 25%
Target sequence (P62877 whole entry, looked up): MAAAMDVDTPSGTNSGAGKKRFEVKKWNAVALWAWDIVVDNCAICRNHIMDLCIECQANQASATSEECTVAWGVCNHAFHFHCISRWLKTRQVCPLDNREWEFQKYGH
Target sequence (Q13616 whole entry, looked up): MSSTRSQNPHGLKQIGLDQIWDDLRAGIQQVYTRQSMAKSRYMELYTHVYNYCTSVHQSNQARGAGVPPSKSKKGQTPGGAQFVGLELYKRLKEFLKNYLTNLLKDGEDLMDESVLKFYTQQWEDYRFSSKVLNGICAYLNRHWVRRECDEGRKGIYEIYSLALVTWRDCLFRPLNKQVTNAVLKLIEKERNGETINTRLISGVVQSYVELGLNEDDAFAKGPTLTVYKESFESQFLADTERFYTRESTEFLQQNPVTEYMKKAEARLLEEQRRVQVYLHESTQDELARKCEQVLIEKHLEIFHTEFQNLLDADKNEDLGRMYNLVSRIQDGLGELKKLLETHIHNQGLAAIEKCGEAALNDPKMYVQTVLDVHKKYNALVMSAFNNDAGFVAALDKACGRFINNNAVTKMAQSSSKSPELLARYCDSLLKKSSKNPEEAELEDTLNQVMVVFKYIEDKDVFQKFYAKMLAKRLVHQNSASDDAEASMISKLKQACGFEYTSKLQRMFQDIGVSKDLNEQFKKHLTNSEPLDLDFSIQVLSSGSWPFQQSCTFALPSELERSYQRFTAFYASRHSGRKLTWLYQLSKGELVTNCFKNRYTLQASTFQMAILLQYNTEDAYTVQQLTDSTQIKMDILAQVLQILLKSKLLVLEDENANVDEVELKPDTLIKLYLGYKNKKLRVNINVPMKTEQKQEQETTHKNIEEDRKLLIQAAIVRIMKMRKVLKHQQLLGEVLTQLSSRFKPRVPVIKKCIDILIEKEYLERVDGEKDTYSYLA
* marks the source's active call; other numbers are inactive results.

SMILES	ROC1-CUL1 inh
CCOc1ccc(N(C(C)C(=O)NCc2ccncc2)S(C)(=O)=O)cc1 (stereo not drawn)	-1
COc1ccc(C2C3=C(CCCC3=O)OC(=N)C2C#N)c(OC)c1OC (stereo not drawn)	-5
COc1ccc(CCNC(=O)Cc2c(C)c3cc4c(C)coc4cc3oc2=O)cc1OC	-8
CS(=O)(=O)N(CC(=O)NCc1ccc(Cl)cc1)c1ccc(F)cc1	2
CCOC(=O)c1c(C)n(-c2ccccc2)c2ccc(OC(=O)c3ccccc3NC(=O)C(C)C)cc12	2
COC(=O)c1ccc(C2C(C(=O)OC(C)(C)C)=C(C)OC(=N)C2C#N)cc1 (stereo not drawn)	-3
CCCC1CCc2c(sc(NC(=O)Cc3cccs3)c2C#N)C1 (stereo not drawn)	-6
CC(=O)c1ccc(C(=O)N2CCc3[nH]nc(-c4ccccc4)c3C2)s1	5
Cc1ccc(S(=O)(=O)N(CC(=O)NC(C)(C)C)Cc2ccc(Cl)c(Cl)c2)cc1	8
CN(C(=O)c1ccco1)C(Cc1ccc(F)cc1F)C1CCN(Cc2ccc3c(c2)OCO3)CC1 (stereo not drawn)	4
CCOc1ccc(C(=O)c2cn(Cc3ccccc3)c3c(F)cc(F)cc3c2=O)cc1	0
CCOc1ccc(NC(=O)CCn2cnc3onc(-c4ccc(F)cc4)c3c2=O)cc1	12
COc1cccc(C(=O)Nc2nc3ccc(S(=O)(=O)N4CCCC4)cc3s2)c1	-1
CCCCn1c(C(C)NC(=O)c2ccccc2)nc2ccccc21 (stereo not drawn)	-1
COc1cc2c(=O)c(S(=O)(=O)c3ccc(F)cc3)cn(Cc3ccc(Cl)cc3)c2cc1OC	4
Cc1ccccc1C(CC(=O)N1CCC(C(N)=O)CC1)c1ccccc1 (stereo not drawn)	0
CCO[C@H]1[C@H](NC(=O)c2cccnc2)c2ccccc2C12CCN(C(=O)CCCC(=O)OC)CC2	7
CC(C)Oc1ccc(CNC(=O)c2ccc3c(c2)nc2n3CCOC2)cc1	7
CC(=O)N1CCCc2cc(S(=O)(=O)N3CCC(C(=O)N(Cc4ccccc4)C(C)C)CC3)ccc21	-6
OC1(C(F)(F)F)NN=C2C=Cc3ccccc3N21 (stereo not drawn)	-7
CCCC1=NN2C(=N)/C(=C\c3ccc(OCc4ccc5c(c4)OCO5)c(OC)c3)C(=O)N=C2S1	1
CC1CCN(C(=O)CN2C(=O)C(=O)c3ccccc32)CC1	8
CCN1CCN(C2(C(=O)NCCOc3cccnc3)Cc3ccccc3C2)CC1	-3
Cc1ccc(C(=O)Nc2ccc(Cl)c(-c3nc4ncccc4o3)c2)cc1[N+](=O)[O-]	-3
COc1ccc2c(c1)N=C1C(CC(=O)N1CCN(C)C)S2 (stereo not drawn)	2
COc1ccc(/C=C/C(=O)Nc2ccccc2Oc2ccccc2)cc1OC	3
Cc1cc(C)c(C(=O)N2CCCC(Nc3ccccc3)C2)[nH]1 (stereo not drawn)	-2
Cc1ccc(Cl)cc1NC(=O)CSC1=Nc2ccccc2C2=NC(Cc3ccccc3)C(=O)N12 (stereo not drawn)	10
CCCN(CC1CC1)C(=O)CCc1nnc(Cc2cccc(C)c2)o1	-1
CC(=O)c1cccc(NC(=O)c2ccc3c(c2)c(C)c(C)n3Cc2ccc(Cl)cc2)c1	6
CSCC(=O)N1CCC(C(=O)Nc2ccc(-n3nc(C)cc3C)cc2)CC1	2
COc1ccc2nc(C)cc(Nc3cccc(/C=C/C(=O)O)c3)c2c1	-5
NC1=NC2C(c3c(Cl)cc(Cl)cc3Cl)=NNN2N1 (stereo not drawn)	6
CN(Cc1ccn[nH]1)C(=O)C1CCC(=O)N(C2CCCC2)C1 (stereo not drawn)	0
COc1cc(CNn2c(C)n[nH]c2=S)cc(Cl)c1OCC(=O)NC(C)(C)C	-1
Cc1cccc(C(=O)Nc2c(C(=O)NCc3ccc(Cl)cc3)sc3nc(C)cc(C)c23)c1	8
CC(=O)OCc1nc2sc3c(c2c(=O)[nH]1)CCCC3	-2
Cc1cccc(C)c1NC(=O)C(CC(C)C)N1C(=O)c2ccccc2C1=O (stereo not drawn)	0
O=C1CC(N2CCc3ccccc3C2)C(=O)N1c1cccc(C(F)(F)F)c1 (stereo not drawn)	4
O=C(c1cn(Cc2ccc(F)cc2)nn1)N1CCOCC1	-1
CC(=O)NCCC1CCCCN1C(=O)c1cn(Cc2ccccc2F)nn1 (stereo not drawn)	5
C[N+]1(Cc2ccco2)Cc2ccccc2C1	-2
CCc1cc2c(C)cc(=O)oc2cc1OCC(=O)Nc1ccc(C)cc1	-8
COc1ccc(C(=O)Nc2ccc3oc(-c4cc(Cl)ccc4Cl)nc3c2)cc1Br	4
CCc1c(C)sc(NC(=O)Cn2nc(C)c([N+](=O)[O-])c2C)c1C(N)=O	0
Cn1c2ccc(N)cc2c2cc(Br)ccc21	-3
C=CCNC(=O)c1cc(CN2CCC(Cc3ccccc3)CC2)on1	1
CCCN(CCC)S(=O)(=O)c1ccc(N2CCCC2=O)c(N)c1	-7
CCc1ccc2oc(C(=O)Nc3ccccc3OC)cc(=O)c2c1	0
CN(C)c1ccc(CC2=NC(=S)N(Cc3ccccc3)C2=O)cc1	-6
Cc1ccccc1-c1cnc(-c2cccnc2)nc1C1CCN(C(=O)c2sccc2C)CC1	5
Cc1cccc(C)c1Oc1ncccc1CNC(=O)C1CC(=O)N(C2CC2)C1 (stereo not drawn)	4
CCCn1c(C)c(CC(=O)N2CCCC(C(N)=O)C2)c2c1CC(C)(C)CC2=O (stereo not drawn)	-3
O=C(CCCCCN1C(=O)c2ccccc2C1=O)NCc1ccccc1	9
Cc1ccc(Nc2ncc(C(=O)N3CCN(c4cccc(Cl)c4)CC3)c3ccccc23)cc1Cl	-7
Nc1n[nH]c(-c2ccc(Cl)cc2)n1	-10
O=C(NCc1ccncn1)C1CCN(c2nc(-c3ccccc3)nc3c2CCC3)CC1	-7
COc1ccccc1/C=C/c1nc(C#N)c(NCC(C)C)o1	1
Cc1ccc(OCc2ccc(-c3nc(C#N)c(N4CCN(c5cccc(Cl)c5)CC4)o3)o2)cc1	4
COCc1cc(C)nc(N/N=C\c2ccc(OCc3ccc(Cl)c(Cl)c3)c(OC)c2)c1C#N	-8
(further entries)
SMILES	ROC1-CUL1 inh
COc1cccc(OC)c1C(=O)Nc1ccc(-c2nc3ncccc3o2)cc1	9
NC(=O)c1ccccc1NC(=O)COc1c(F)c(F)cc(F)c1F	-3
COc1cnc(NCCc2nncn2C(C)C)nc1-c1ccnn1C	-1
C/C=C/Cn1c(=O)c2c(nc3oc(C(C)(C)C)cn32)n(C)c1=O	3
Cc1cc(OCC(=O)Nc2ccc(S(=O)(=O)Nc3onc(C)c3C)cc2)ccc1Cl	0
COc1ccc(-c2cn3c(n2)sc2cc(C(=O)Nc4ccc(C)c(Cl)c4)ccc23)cc1	-1
CCN(Cc1ccccc1)C(=O)CCNS(=O)(=O)c1ccc2c(c1)CC(C)N2C(C)=O (stereo not drawn)	-6
CCOC(=O)c1cc(C(C)C)sc1NC(=O)c1c(C)noc1C	9
CN(C)c1ccc(NS(=O)(=O)c2ccc(I)cc2)cc1	2
CCc1ccc(NC(=O)CC2C(=O)N(c3cccc(C)c3)C(=O)N2Cc2cccc(OC)c2)cc1 (stereo not drawn)	3
CC1c2ccsc2Sc2ccccc2N1CCCN(C)C (stereo not drawn)	8
CCOC(=O)c1c(NC(=O)c2ccc(F)cc2)sc2c1CCC(CC)C2 (stereo not drawn)	4
CC1C(O)CC(c2ccc(Cl)cc2)NC1c1ccc(Cl)cc1 (stereo not drawn)	-4
O=C(CN1C(=O)S/C(=C/c2cccnc2)C1=O)N1CCOCC1	12
CCOc1ccc(CCNC(=O)CSc2nnnn2-c2ccccc2)cc1OCC	-5
O=C(CN1CCC(Cc2ccccc2)CC1)N1CCCc2c1c(=O)oc1ccc(O)cc21	3
Cc1cc(Cl)ccc1OCc1cc(C2C3=C(CCCC3=O)OC(=N)C2C#N)sc1C (stereo not drawn)	-5
CC1CCCN(C(=O)COc2ccc(F)cc2)C1 (stereo not drawn)	-3
CCCCC(=O)Nc1c(Cl)cccc1C(=O)O	-1
CC1(C)Cc2nc(Cl)c(C#N)cc2CO1	-5
CC(C)Nc1nc(NC(C)C)nc(Oc2ccc(OCc3ccccc3)nn2)n1	-3
CC(Oc1ccccc1)C(=O)NC(C)c1ccccc1 (stereo not drawn)	-9
Cc1cc2nc(-c3cc(NC(=O)c4ccccc4C)ccc3Cl)oc2cc1C	5
CC12CCC(C(=O)NCC(F)(F)F)(C(=O)OC1=O)C2(C)C (stereo not drawn)	-9
O=C(CNC(=O)c1ccc(F)cc1)OCc1cc(=O)n2nc(C3CCCCC3)sc2n1	-4
COc1cc(CN2CCCC(CO)(Cc3ccc(F)cc3)C2)ccc1O (stereo not drawn)	12
COCCN1C(=O)CC(CC(=O)N(CC2CCC2)CC2CCCO2)(c2cccc(OC)c2)C1=O (stereo not drawn)	4
C=CCNC(=S)N/N=C/c1ccc(-c2cc(C(=O)O)cc(C(=O)O)c2)o1	2
COc1ccc(NC(=O)CSc2nc(-c3ccc(OC)cc3)[nH]c2-c2ccc(OC)cc2)cc1	8
COc1ccc(CCNC(=O)Cn2c(C)c3cnn(-c4ccccc4)c(=O)c3c2C)cc1OC	3
CC(C)N1C(=O)CC2(CCN(CCOC(=O)CN3CCCC3=O)CC2)C1=O	10
COc1cccc(C2CC(c3ccccc3O)=NN2c2ccccc2)c1OC (stereo not drawn)	-12
CC1CCN(c2c(C#N)c3nnnn3c3ccccc23)CC1	-7
O=C(N[C@H]1CCCCNC1=O)c1ccc(N2CCC(NCC3(N4CCOCC4)CCCC3)CC2)cc1	-8
Cc1ccc(Cl)cc1N1CCN(C(=O)CN(c2ccc(Cl)cc2)S(=O)(=O)c2ccccc2)CC1	4
Cc1ccc(Nc2nnc(-c3ccc(C)c(S(N)(=O)=O)c3)c3ccccc23)cc1	16
Fc1ccc(-n2[nH]nnc2=S)cc1	5
CC(=O)c1sc(N2C(=O)C(=O)C(C(=O)c3cc4ccccc4o3)C2c2ccc(O)cc2)nc1C (stereo not drawn)	11
C/C(CC(=O)N(C(C)C)C(C)C)=N\NC(=O)COc1ccc(Br)cc1Br	-13
CC(NS(=O)(=O)c1ccc(CCC(=O)NCc2ccncc2)cc1)c1ccccc1 (stereo not drawn)	-6
O=S(=O)(Nc1nc2ccc(Cl)cc2s1)c1ccc(Br)cc1	4
Cc1ccc(Oc2ccc(-n3c(C)ccc3C)cc2)cc1	0
O=C(C1CCN(c2nc(-c3ccccc3)nc3c2CCC3)CC1)N1CCCCC1CO (stereo not drawn)	-11
CCOC(=O)C1=C(C)N=c2s/c(=C\c3ccc(-c4ccccc4C(=O)O)o3)c(=O)n2C1c1ccc(OC)c(OCC)c1 (stereo not drawn)	-12
Cc1sc2nc(SCC(=O)NCc3ccccn3)[nH]c(=O)c2c1C	0
COc1ccc(-c2nc3scc(CCNS(=O)(=O)c4ccc(F)c(C(F)(F)F)c4)n3n2)cc1OC	0
COc1ccc(NC(=O)CSc2nc3ccccc3n2CC(=O)NCc2ccc(F)cc2)cc1	-3
CCOC(=O)C1(Cc2cccc(Cl)c2)CCCN(Cc2cnc[nH]2)C1 (stereo not drawn)	8
CCC(=O)N1CCc2cc(Br)cc(S(=O)(=O)CCC(=O)N3CCN(c4cc(C)ccc4C)CC3)c21	-19
COc1ccccc1-n1c(/C=C2\C(=O)N(C)c3ccccc32)nc2ccccc2c1=O	6
CCCN1C(=O)C2(c3ccccc31)c1c(oc3ccc(F)cc3c1=O)C(=O)N2CCCOC(C)C (stereo not drawn)	8
COc1ccc(N2CCN(C(=O)COc3ccccc3F)CC2)cc1	10
Cc1cc(C(=O)O)ccc1-c1ccc(/C=C2/SC(=O)N(C(C)C)C2=O)o1	64*
CCOc1ccc(CNC(=O)Cn2c(=O)c3cccn3c3ccc(F)cc32)cc1	4
CCOC(=O)C1C(C)=NC(=S)C(C#N)=C1c1ccc(OC)cc1 (stereo not drawn)	6
CN(C)S(=O)(=O)NCC1CCCN(Cc2nc3ccccc3n2C)C1 (stereo not drawn)	-1
OCCOc1ccc(CNC2CCCCC2)cc1	10
Cc1[nH]c2ccccc2c1/C=N/NC(=O)C(NC(=O)COc1ccc2c(c1)CCCC2)C(C)C (stereo not drawn)	2
CCOC(=O)c1c(NC(=O)c2cc3nc(-c4ccc(OC)cc4)cc(C(F)(F)F)n3n2)sc2c1CCC(C)C2 (stereo not drawn)	4
CC(=O)N1CCOc2cc(S(=O)(=O)NC(C)c3ccccc3)c(Cl)cc21 (stereo not drawn)	-3

Of the compounds above, these have a thiophene ring, fused or not.
SMILES	ROC1-CUL1 inh
CCCC1CCc2c(sc(NC(=O)Cc3cccs3)c2C#N)C1 (stereo not drawn)	-6
CC(=O)c1ccc(C(=O)N2CCc3[nH]nc(-c4ccccc4)c3C2)s1	5
Cc1cccc(C(=O)Nc2c(C(=O)NCc3ccc(Cl)cc3)sc3nc(C)cc(C)c23)c1	8
CC(=O)OCc1nc2sc3c(c2c(=O)[nH]1)CCCC3	-2
CCc1c(C)sc(NC(=O)Cn2nc(C)c([N+](=O)[O-])c2C)c1C(N)=O	0
Cc1ccccc1-c1cnc(-c2cccnc2)nc1C1CCN(C(=O)c2sccc2C)CC1	5
CCOC(=O)c1cc(C(C)C)sc1NC(=O)c1c(C)noc1C	9
CC1c2ccsc2Sc2ccccc2N1CCCN(C)C (stereo not drawn)	8
CCOC(=O)c1c(NC(=O)c2ccc(F)cc2)sc2c1CCC(CC)C2 (stereo not drawn)	4
Cc1cc(Cl)ccc1OCc1cc(C2C3=C(CCCC3=O)OC(=N)C2C#N)sc1C (stereo not drawn)	-5
Cc1sc2nc(SCC(=O)NCc3ccccn3)[nH]c(=O)c2c1C	0
CCOC(=O)c1c(NC(=O)c2cc3nc(-c4ccc(OC)cc4)cc(C(F)(F)F)n3n2)sc2c1CCC(C)C2 (stereo not drawn)	4

An excerpt; the hit share may differ from the screen's.
